# HCT116 bCat-KO: beta-catenin-lacking colon tumor cell growth suppression. HCT116 beta-catenin knockout viability, CellTiter-Glo, 60 h; hits give low values. viability, % at 10 µM. hit rate 1.5% among 140,000;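 active means viability at or under a set limit, the compound median less 4 SD, cut at about 6% in these data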;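 further: 0% = Hyamine 1622 control at 20 µM and 100% = untreated cell control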
# E-sel TNF inh: blocks E-selectin expression induced by TNF alpha. inhibition, % at 2 µM. hit rate 0.71% among 120,000. HUVEC TNFa-induced E-selectin immunofluorescence, high content;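 active means inhibition above the batch mean plus 3 SD, and confirmed as a hit on visual image review, cut at about 43% in these data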;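 further: 0% = TNF-stimulated DMSO wells and 100% = unstimulated control wells; not every result past the cut was called active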
# MRP1 act: MRP-1 activation; viability increase, % at 10 µM; hit rate 0.61% among 140,000; H69AR cells + doxorubicin, viability rescue, CellTiter-Glo;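 active means viability gain under doxorubicin at or above a set limit, the compound median plus 3 SD, cut at about 4.7% in these data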;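 further: MRP-1 overexpressing cells given doxorubicin 25 µM after compound pretreatment; 18-22 h compound pretreatment then 72 h with doxorubicin before readout; 0% = doxorubicin-only wells and 100% = vehicle-treated cells without doxorubicin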
# HCT116 PTEN-null: growth suppressors of cells with PTEN tumor suppressor deletion. HCT116 PTEN-null viability, CellTiter-Glo, 60 h; hits give low values. viability, % at 10 µM. hit rate 1.2% among 140,000. AID 827;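 active means viability at or below a set limit, 4 SD under the median of all tested compounds, cut at about 3.7% in these data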;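 further: PTEN knockout HCT116 line with beta catenin targeted HCT116 as companion control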
# Yeast growth inh: chemicals that inhibit yeast BB579 growth in restrictive medium (lifespan-shortening candidates) | hit rate 0.51% among 140,000 | S. cerevisiae BB579 growth, OD615, 48 h | inhibition, % at 10 µM | AID 804;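 active means inhibition above a set limit, 3 SD over the mean compound inhibition, cut at about 44% in these data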; further: inactives centre near -24
#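 Detection: OD615 turbidity measurement; Material: Saccharomyces cerevisiae DeaD strain BB579, replicative lifespan model yeast; Timing: 48 h exposure, 30 °C; Doses: single 10 µM dose; Medium: CSMM-D restrictive synthetic medium containing dextrose (glucose); Controls: amphotericin B at 10 µg/mL as positive control.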
# NPY Y2 blocker: NPY-Y2 (human) receptor antagonism; hit rate 0.99% among 140,000; inhibition, % at 2.7 µM; P49146; NPY-Y2 expressing cells, antagonist mode; in the data active means inhibition above about 17%;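 further: 0% = vehicle with agonist challenge and 100% = reference antagonist with challenge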
# Target sequence (P49146 whole entry, looked up): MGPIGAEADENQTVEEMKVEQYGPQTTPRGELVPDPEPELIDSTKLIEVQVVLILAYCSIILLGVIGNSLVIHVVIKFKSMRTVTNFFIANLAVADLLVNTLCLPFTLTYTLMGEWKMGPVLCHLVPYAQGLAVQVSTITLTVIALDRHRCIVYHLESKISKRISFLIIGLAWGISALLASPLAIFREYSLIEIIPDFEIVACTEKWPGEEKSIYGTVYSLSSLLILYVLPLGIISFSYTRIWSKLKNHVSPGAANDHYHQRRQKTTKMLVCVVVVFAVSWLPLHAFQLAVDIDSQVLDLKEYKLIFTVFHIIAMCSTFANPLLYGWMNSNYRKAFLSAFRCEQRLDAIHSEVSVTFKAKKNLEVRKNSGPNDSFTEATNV
# Yeast lifespan up: extends the lifespan of yeast; S. cerevisiae growth with nicotinamide, OD615; deaD strain in restrictive glucose medium; inhibition of the nicotinamide effect, % at 10 µM; hit rate 0.68% among 130,000;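 active means inhibition above a set limit, placed 3 SD over the median of all compounds, cut at about 26% in these data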;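 further: 0% = nicotinamide-treated wells and 100% = cells grown without nicotinamide; some compounds called inactive have numbers as strong as hits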
#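 Measured by: optical density (absorbance) at 615 nm; System: modified budding yeast, DeaD strain; Medium: restrictive CSMM-D dextrose medium; Timing: 4 h preincubation then 48 h treatment at 30 °C.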
# GALR2 antag: blocks the human galanin receptor 2 | inhibition, % at 4 µM | hit rate 0.39% among 140,000 | O43603 | GALR2-expressing cells, antagonist mode; in the data active means inhibition above about 27%;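 further: cells stimulated with galanin 1-16 at roughly its EC80; 0% = agonist challenge control and 100% = basal control without agonist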
# Target sequence (O43603 whole entry, looked up): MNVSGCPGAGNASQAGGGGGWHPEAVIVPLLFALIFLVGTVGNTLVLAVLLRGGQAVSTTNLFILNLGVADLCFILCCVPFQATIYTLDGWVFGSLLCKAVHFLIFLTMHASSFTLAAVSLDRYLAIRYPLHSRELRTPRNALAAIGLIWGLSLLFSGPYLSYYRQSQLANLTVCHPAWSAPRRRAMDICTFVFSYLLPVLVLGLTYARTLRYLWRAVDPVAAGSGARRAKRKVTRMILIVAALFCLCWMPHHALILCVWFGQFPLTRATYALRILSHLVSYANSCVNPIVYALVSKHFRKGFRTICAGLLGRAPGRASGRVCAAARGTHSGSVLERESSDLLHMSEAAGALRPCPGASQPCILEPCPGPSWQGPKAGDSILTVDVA
# Measles CPE: protection of cells from measles virus. Measles virus-infected cells, CPE protection, absorbance. protection (pct of control), % at 4 µM. hit rate 1.5% among 140,000; in the data active means protection mostly above about 24%, no sharp cut-off; inactive means mostly below about 26%; further: some compounds called inactive have numbers as strong as hits
# Phagocyt inh: inhibitors of macrophage phagocytosis; AID 1029; inhibition, % at 5 µM; hit rate 0.07% among 110,000; J774A.1 macrophage IgG-bead phagocytosis, imaging;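 active means inhibition above the mean of the plate negative controls plus 5 SD, cut at about 13% in these data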;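 further: phagocytic index as fraction of beads internalized from green versus red external bead signal; plate controls were DMSO negative control for no effect and cytochalasin-D positive control for full effect; some results beyond the cut were filed as inactive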
# * = called active by the depositor; . = not tested or not shown.
SMILES,HCT116 bCat-KO,E-sel TNF inh,MRP1 act,HCT116 PTEN-null,Yeast growth inh,NPY Y2 blocker,Yeast lifespan up,GALR2 antag,Measles CPE,Phagocyt inh
O=C(NCCCO)/C(=C\c1ccco1)NC(=O)c1ccc(Br)o1,96,.,-3.0,99,-9,1,1,-16,11,-4
Cc1cccc(-n2nnnc2SC(C)C(=O)NCCC2=CCCCC2)c1 (configuration not stated),72,.,-3.6,84,6,8,-12,-2,9,0
CCOC(=O)C1=C(C)NC(=O)NC1c1ccc(OCC(N)=O)cc1 (configuration not stated),100,-7,-1.9,88,-3,1,.,8,4,.
CCc1ccc(N(C(=O)CCC(=O)Nc2cc(C)on2)C(C(=O)NC2CCCC2)c2ccco2)cc1 (configuration not stated),58,21,-2.4,61,-24,4,.,15,4,.
O=C1N=C(N2CCOCC2)S/C1=C1\C(=O)N(Cc2ccccc2)c2ccccc21,80,-9,-1.4,70,-21,3,.,15,7,0
Fc1cccc(NC(=S)NCc2cccnc2)c1,91,.,-0.6,93,-29,5,3,-4,12,-10
CCN1CCN(C(=O)C2CCC(CNS(=O)(=O)c3ccccc3)CC2)CC1 (configuration not stated),104,16,0.2,104,-49,1,-10,1,12,.
COc1cc(OC)cc(-c2nnc(SCc3c(F)cccc3Cl)o2)c1,89,.,0.2,104,-53,6,1,-4,3,0
Cc1ccc(C(=O)Nc2nc3ccccc3c(=O)s2)cc1,80,.,-2.0,79,-25,-1,-2,8,6,-4
COc1cc(N=C2C(=O)N3c4c(cccc42)C(C)=CC3(C)C)cc(OC)c1,12,.,-2.5,11,-4,2,11,2,16,-4
CCOC(=O)c1ccc(CNCc2ccccc2)cc1,96,14,-2.1,106,-7,4,2,13,8,-9
CC(C)C(=O)Nc1ccc(N2CCN(C(=O)c3cccs3)CC2)cc1,94,-39,-1.8,99,-13,2,-11,5,26,-2
COc1ccc(C2CC(C(F)(F)F)n3nc(C(=O)NCc4cn(C)nc4C)c(Cl)c3N2)cc1 (configuration not stated),81,8,-0.2,88,-49,2,-1,18,35,-3
O=C(CSc1nnc(-c2cccs2)n1-c1ccccc1)N1CCCC1,106,21,-2.2,101,-49,1,7,-3,15,.
CS(=O)(=O)N(CC(=O)NCC1CCCO1)c1ccc(F)c(Cl)c1 (configuration not stated),96,19,-2.1,91,8,-1,-13,9,6,-1
CCOC(=O)C1CCCN(C(=O)CSCc2ccccc2)C1 (configuration not stated),87,4,-0.8,94,-35,-1,-14,6,11,.
Cc1nc2c(C(=O)NCc3ccc4c(c3)OCO4)cnn2c(C)c1Cc1ccc(F)cc1Cl,75,-19,-0.5,67,6,0,-3,3,0,.
CC1(C)CC2CC(C)(CN2C(=O)CN2C(=O)c3ccccc3C2=O)C1 (configuration not stated),91,-31,-0.1,69,-28,3,6,1,1,-1
CCCN1CCC(=NNc2ccc(S(=O)(=O)N3CCOCC3)cc2[N+](=O)[O-])CC1,28,-10,-3.5,32,-15,4,4,5,3,11
CC(C)(Oc1ccc(Cl)cc1)C(=O)Nc1ccc2oc(-c3ccncc3)nc2c1,76,-7,0.4,83,-7,2,-14,-7,6,-3
Cc1ccc(N2C(=O)N(CC(=O)NC(c3ccccc3)c3ccccc3)C(=O)C2C)cc1 (configuration not stated),91,-5,-0.8,92,-9,5,-14,9,3,-1
CCOC(=O)c1[nH]c(C)c(C(=O)N2CCN(C(=O)OCC)CC2)c1CC,116,4,-0.9,112,-8,1,-4,-7,14,-1
CCCN1C(=O)C(O)(CC(=O)c2cccc(OC)c2)c2ccccc21 (configuration not stated),12,9,-1.9,9,-9,4,-5,5,15,4
O=C(CC(c1ccccc1)c1cc(Cl)ccc1O)N1CCOCC1 (configuration not stated),104,-17,-0.6,107,2,4,0,2,2,0
COc1ccccc1C(=O)Nc1ccon1,101,13,-0.1,101,-25,5,-9,-18,5,.

# The results go on:
SMILES,HCT116 bCat-KO,E-sel TNF inh,MRP1 act,HCT116 PTEN-null,Yeast growth inh,NPY Y2 blocker,Yeast lifespan up,GALR2 antag,Measles CPE,Phagocyt inh
COc1ccc(N2CCN(C(=O)CCn3nnc4ccccc43)CC2)cc1,97,.,-2.0,94,-17,-2,-2,-3,11,-1
O=C(COC(=O)c1ccccc1Nc1cccc(C(F)(F)F)c1)NCc1ccco1,65,-11,-2.3,72,-17,3,-18,-10,18,.
CC(=O)NC(CCS(C)(=O)=O)C(=O)Nc1ccccc1C (configuration not stated),104,23,-0.1,113,-52,-1,-9,10,8,0
Cc1ccccc1NC(=O)C(=O)NCc1ccccn1,93,5,0.9,97,-10,3,-22,-1,32,-1
CCC1SC2=NC(C)=C(C(=O)OCCOC)C(c3ccc(C(=O)OC)cc3)N2C1=O (configuration not stated),95,23,7.8*,88,-12,0,-4,-7,5,0
Nc1c(C(=O)NCCN2CCOCC2)c2nc3ccccc3nc2n1-c1cccc(F)c1,97,.,-2.4,95,-16,0,-7,-2,24,0
Nn1c(SCC(=O)Nc2ccc3c(c2)OCO3)nnc1-c1ccccc1,110,22,-0.6,97,-44,3,23,0,3,0
Cc1nc2ccc(N=NC3=C(O)CC(C)(C)CC3=O)cc2s1,74,12,-4.5,92,-2,-1,-3,11,1,-5
CC(=O)Nc1ccc(C(=O)Nc2ccc(S(=O)(=O)NCC3CCCO3)cc2)cc1 (configuration not stated),98,13,0.0,89,-25,4,-7,0,0,0
CC(=O)c1ccc(OCC(C)C)c(CN2CCCCC2)c1,79,-12,-2.6,82,-8,6,11,-1,15,0
CCOC(=O)C(C)(C)N(Cc1cccc(C)c1)S(=O)(=O)c1cccc([N+](=O)[O-])c1,61,22,-2.1,65,-16,3,-1,-2,36,-2
COc1ccc2c(c1OC)C(=O)OC2CC(=O)c1ccc(O)cc1 (configuration not stated),92,-15,-1.5,101,-32,0,-5,13,3,0
COc1ccccc1N=C(C)C1=C(O)COC1=O,87,.,-1.0,85,-10,-1,-17,-13,27,-1
CC(C)C(CCN1C(=O)c2ccccc2C1=O)c1ccco1 (configuration not stated),97,4,-0.8,98,-4,4,-9,-5,5,-1
CNc1nc(CC(C)=O)ns1,107,15,-0.4,109,-76,-1,-6,4,1,0
COC(=O)c1cccc(NC(=O)Cc2coc3cc(OC)ccc23)c1,84,16,-1.0,75,-9,4,-6,7,35,.
CCOC(=O)N1CCN(Cc2nc3c(c(=O)n(C)c(=O)n3C)n2Cc2ccccc2)CC1,90,.,-2.2,88,16,2,-8,-2,4,0
COc1ccccc1NCC(O)Cn1c2ccccc2c2ccccc21 (configuration not stated),24,-30,-5.3,11,-19,-4,-8,10,6,4
CCOC(=O)N1CCN(c2cc(=O)n(-c3ccc(OCC)cc3)c(=O)[nH]2)CC1,98,-8,-1.1,104,-38,1,-12,-5,7,3
Cc1c(C(=O)N2CCC(C)CC2)oc2ccc(S(=O)(=O)N3CCC4(CC3)OCCO4)cc12,87,.,-1.6,88,-49,3,-11,-5,15,-2
CCOc1cccc(SCc2noc(C(=O)NCC3CCCO3)c2C(=O)O)c1 (configuration not stated),90,-9,-0.8,92,-45,3,-10,-1,4,.
Cc1ccc(-c2cc(C(=O)N/N=C/c3cccnc3)n[nH]2)o1,97,9,0.4,92,-9,5,-4,2,6,-3
Cc1ccc(N2CCN(S(=O)(=O)N(C)C)CC2)cc1Cl,93,20,-0.6,87,7,1,-16,6,18,9
CNS(=O)(=O)c1ccc(C)c(S(=O)(=O)NC)c1,96,.,0.4,106,-45,4,5,1,21,-4
COc1cc(S(=O)(=O)N2CCOCC2)cc(C(=O)c2nccn2C)c1OC,103,-17,0.0,105,-14,1,-7,6,32,0

# Reformatted with values under each structure: part of the list above
# Values run as follows: HCT116 bCat-KO	E-sel TNF inh	MRP1 act	HCT116 PTEN-null	Yeast growth inh	NPY Y2 blocker	Yeast lifespan up	GALR2 antag	Measles CPE	Phagocyt inh
CCOC(=O)N1CCN(c2cc(=O)n(-c3ccc(OCC)cc3)c(=O)[nH]2)CC1
 : 98	-8	-1.1	104	-38	1	-12	-5	7	3
Cc1c(C(=O)N2CCC(C)CC2)oc2ccc(S(=O)(=O)N3CCC4(CC3)OCCO4)cc12
 : 87	.	-1.6	88	-49	3	-11	-5	15	-2
CCOc1cccc(SCc2noc(C(=O)NCC3CCCO3)c2C(=O)O)c1 (configuration not stated)
 : 90	-9	-0.8	92	-45	3	-10	-1	4	.

# (listing goes on)
SMILES,HCT116 bCat-KO,E-sel TNF inh,MRP1 act,HCT116 PTEN-null,Yeast growth inh,NPY Y2 blocker,Yeast lifespan up,GALR2 antag,Measles CPE,Phagocyt inh
Cc1c(C#N)c2ccccc2n1CCOc1ccccc1F,78,-9,-0.2,75,-85,6,-4,-2,17,-1
O=C(O)C1C2C=CC(O2)C1C(=O)NCc1ccc2c(c1)OCO2 (configuration not stated),92,-36,-2.4,95,-5,2,-9,4,10,.
CCn1c(-c2c[nH]c3ccccc23)n[nH]c1=S,89,-6,-0.8,83,5,5,-12,15,11,-2
O=C(N/N=C/c1cccc(OC(=O)c2ccc3c(c2)OCO3)c1)c1cncc(Br)c1,93,.,1.6,90,-15,4,0,-9,11,.
CCn1c2ccccc2c2cc(/C=N/NC(=O)c3cccc(C)c3)ccc21,18,-63,-3.8,22,-50,0,-12,3,0,-1
COc1ccccc1C1C(C(=O)NCc2ccccc2)=C(C)Nc2ncnn21 (configuration not stated),82,-19,-0.4,103,-29,2,11,15,17,-1
COc1ccc2cc(C)c3nnc(SCC(=O)Nc4nc(-c5ccc(F)cc5)cs4)n3c2c1,2.7*,.,-5.8,2.0*,-2,1,3,0,4,1
O=C1NC(=S)S/C1=C\c1ccc(SCc2ccco2)o1,87,.,-1.9,84,-40,2,3,0,11,-16
Cc1ccc(SCC(=O)Nc2ccc(-c3nc4ccccc4[nH]3)cc2)cc1,95,-19,-1.6,102,-25,-1,3,16,5,2
O=C(/C=C/c1ccccc1)NC(NC(=S)Nc1cccc(Cl)c1)C(Cl)(Cl)Cl (configuration not stated),10,-3,-6.4,2.9*,-26,-3,0,5,19,-2
CC(=O)Nc1ccc(C(=O)CSc2nc3ccc(C)cc3[nH]2)cc1,85,-32,-2.3,99,-15,3,-3,4,10,-4
CCOC(=O)c1cc(CC)sc1NC(=O)CSc1nc2ccccc2c(=O)n1Cc1ccco1,13,5,-5.2,24,-31,1,-2,6,31,3
CCOC(=O)c1cnc2c(C)cc(C)cc2c1Nc1ccc(S(=O)(=O)Nc2ncccn2)cc1,91,.,-1.9,93,-50,-1,1,18,28,4
CC(C)CN1C(=S)SC(C)(C)C1n1oc(=O)n(-c2ccccc2)c1=O (configuration not stated),47,6,-2.1,53,-4,6,2,-5,3,3
O=C(NCCCN1CCCC1=O)c1ccc(OCc2ccccc2)cc1,80,.,-0.8,76,-23,-1,-8,5,28,0
CCNc1ccc(Br)cc(C(=O)/C=C/c2ccc3c(c2)OCO3)c1=O,30,3,-5.3,32,-57,1,12,-1,3,3
CC(C)C1=Nc2cccc3cccc(c23)N1,84,-3,0.4,93,-69,-1,2,12,5,.
Cc1cccc2cc(CN(CCN(C)C)C(=S)Nc3ccccc3)c(=O)[nH]c12,81,-11,-0.7,80,-19,4,9,2,15,-1
Cc1ccc(C(=O)Nc2nnc(C3CCCCC3)s2)o1,101,10,-0.2,97,-10,4,-24,-9,28,-2

# Screening data from PubChem.
